Bioassay records (PubChem BioAssay)
UHRF1 MBD2 ctr = blocks human UHRF1 binding to methylated DNA; inhibition, % at 4.4 µM; Q96T88; 0.75% of 370,000 active; UHRF1 binding to methylated oligo, TR-FRET; in the data active = inhibition above about 21%;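 note: UHRF1 SRA domain binding a hemimethylated CpG hairpin DNA probe; 0% = median of test compound wells and 100% = reference inhibitor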
Tn6 DDE FP = inhibitors of Tn6 peptide binding to human fibrin DD(E). Fibrin DD(E) TRITC-Tn6 fluorescence polarization displacement. inhibition, % at 8.3 µM. 0.21% of 370,000 active. AID 720509;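 active = inhibition above a per-campaign cutoff: mean of compounds within control limits plus 3 SD, cut at about 15% in these data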;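 note: 0% = median of all compound wells on the plate and 100% = blocking peptide control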
PLCb3 inh = blocks human PLC-beta3 enzyme activity | inhibition, % at 12.2 µM | 0.18% of 370,000 active | Purified PLC-beta3, fluorogenic substrate, fluorescence | Q01970 | AID 720704; in the data active = inhibition above about 11%;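 note: 0% = median of compound wells on plate and 100% = full blocker control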
proKLK7 act = activators of human kallikrein-7 zymogen | 0.9% of 370,000 active | purified proKLK7, EDANS-DABCYL substrate fluorescence; 100% is mature enzyme control, 0% vehicle | activation, % at 7 µM | AID 652039;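 active = activation above the mean of all tested compounds plus 3 SD, computed per campaign excluding outliers beyond control limits, cut at about 13% in these data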
Tn7 DDE FP = disrupts Tn7 cyclic peptide binding to fibrin D-Dimer-E complex. FP displacement of FITC-Tn7 peptide from fibrin DD(E); 0% = median of compound wells per plate. inhibition, % at 8.3 µM. 0.13% of 370,000 active. P02675;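 active = inhibition above the mean of compounds falling within the control limits plus 3 SD of them, cut at about 14% in these data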;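 note: 0% = plate median of compound wells and 100% = 10 µM Aha-Tn7 peptide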
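Test system – human fibrin DD(E) · Times – 10 min preincubation, 3 h with tracer, room temperature · Detection – fluorescence polarization of the labelled Tn7 tracer · Measure – percent inhibition normalized to high-control wells · Benchmarks – high control wells with 10 µM unlabelled Aha-Tn7 peptide (full inhibition) · Repeats – singlicate testing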
ASAP1 inh = blocks human ASAP1-stimulated Arf1 GTP hydrolysis; GDP FP detection; inhibition, % at 16.5 µM; Q9ULH1; 0.19% of 360,000 active; in the data active = inhibition above about 25%;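 note: 0% = vehicle with enzyme and substrate and 100% = no enzyme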
Target sequence (Q9ULH1 325-724 limits assumed): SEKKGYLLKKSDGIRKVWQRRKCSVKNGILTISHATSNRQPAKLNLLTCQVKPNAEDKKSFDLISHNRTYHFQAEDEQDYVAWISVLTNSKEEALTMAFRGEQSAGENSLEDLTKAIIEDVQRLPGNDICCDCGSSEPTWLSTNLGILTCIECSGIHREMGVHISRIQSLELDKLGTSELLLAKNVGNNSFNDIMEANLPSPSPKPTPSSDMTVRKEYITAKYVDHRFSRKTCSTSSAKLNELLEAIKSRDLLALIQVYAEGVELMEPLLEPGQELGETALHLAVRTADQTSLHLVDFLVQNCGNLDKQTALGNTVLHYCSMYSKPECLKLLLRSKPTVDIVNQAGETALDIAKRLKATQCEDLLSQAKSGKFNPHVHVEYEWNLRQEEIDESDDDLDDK
ARFGAP1 inh = inhibitors of rat ARFGAP1; Q62848; inhibition, % at 16.5 µM; 0.26% of 360,000 active; Arfgap1-stimulated ARF1 GTP hydrolysis, GDP FP detection;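 active = inhibition above a per-plate limit, mean inhibition of low control wells plus 3 SD, cut at about 25% in these data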;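 note: 0% = DMSO wells with enzyme and 100% = wells lacking Arfgap1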
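System: truncated rat Arfgap1 GAP domain / Benchmarks: high control wells lacking Arfgap1, low control full reaction with DMSO / Times: compound-enzyme preincubation 20 min, reaction 120 min, detection 60 min, 25 °C / Repeats: one replicate per compound / Also added: human ARF1(Δ1-17)-GTP substrate / Measured by: Tracer-displacement fluorescence polarization with EDTA stop, 620/688 nm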
MBD2 DNA inh = blocks human MBD2 binding to methylated DNA | inhibition, % at 4.4 µM | Q9UBB5 | 0.31% of 370,000 active | TR-FRET, MBD2 binding to methylated oligonucleotide; in the data active = inhibition above about 13%
PLC-gamma1 inh = PLC-gamma1 (human) inhibition, primary screen; P19174; purified PLC-gamma1, fluorogenic substrate, fluorescence; inhibition, % at 12.2 µM; 0.84% of 370,000 active; AID 720700; in the data active = inhibition above about 9.5%
ADAM17 inh = ADAM17 inhibition, QFRET primary screen; inhibition, % at 6.95 µM; recombinant ADAM17, EDANS/DABCYL FRET peptide cleavage; 0.83% of 370,000 active; AID 720648; P78536;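 active = inhibition above the mean of compounds lying between control limits plus 3 SD, set per campaign, cut at about 8.5% in these data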;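 note: 0% = DMSO-only wells as the low control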
Target sequence (P78536 215-824 limits assumed): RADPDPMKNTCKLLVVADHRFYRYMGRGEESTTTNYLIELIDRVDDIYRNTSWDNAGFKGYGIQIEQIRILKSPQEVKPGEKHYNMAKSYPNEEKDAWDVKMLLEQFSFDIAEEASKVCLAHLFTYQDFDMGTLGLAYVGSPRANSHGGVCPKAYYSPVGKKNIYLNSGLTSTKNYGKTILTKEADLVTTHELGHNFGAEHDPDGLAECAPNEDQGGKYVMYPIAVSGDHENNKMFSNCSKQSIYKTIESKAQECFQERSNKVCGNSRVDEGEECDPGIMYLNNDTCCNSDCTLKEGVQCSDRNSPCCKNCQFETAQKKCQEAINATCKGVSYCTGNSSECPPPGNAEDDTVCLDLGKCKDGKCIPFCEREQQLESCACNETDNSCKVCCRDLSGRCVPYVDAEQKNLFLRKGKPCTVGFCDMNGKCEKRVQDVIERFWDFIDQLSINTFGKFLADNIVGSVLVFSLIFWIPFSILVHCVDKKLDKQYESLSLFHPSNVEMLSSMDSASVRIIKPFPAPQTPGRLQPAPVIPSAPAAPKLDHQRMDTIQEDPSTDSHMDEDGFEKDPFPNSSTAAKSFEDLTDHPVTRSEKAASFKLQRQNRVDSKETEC
An asterisk follows results filed as active; . = no result given.

SMILES | UHRF1 MBD2 ctr | Tn6 DDE FP | PLCb3 inh | proKLK7 act | Tn7 DDE FP | ASAP1 inh | ARFGAP1 inh | MBD2 DNA inh | PLC-gamma1 inh | ADAM17 inh
CC(C)(C)c1ccc(-c2n[nH]c(=S)n2C2CCCC2)cc1 | -2 | 8 | -5 | 0.1 | 7 | 3 | -3 | 3 | -1 | 2
Cc1ccc(C)c(S(=O)(=O)NC(CCC(N)=O)C(=O)O)c1 (stereo unspecified) | 1 | 4 | 9 | 0.0 | 0 | -3 | -3 | 2 | 6 | 5
O=C(O)CNS(=O)(=O)c1ccc2c(c1)Cc1cc(S(=O)(=O)NCC(=O)O)ccc1-2 | 2 | 0 | -1 | 0.3 | -1 | -18 | 2 | 2 | 0 | 1
O=C(/C=C/c1ccc(Br)cc1)NC(=S)Nc1ccc(S(=O)(=O)Nc2nccs2)cc1 | -3 | 5 | 3 | -0.3 | 10 | -13 | -13 | -6 | 1 | 3
CSCCC(NC(=O)c1ccco1)C(=O)O (stereo unspecified) | 0 | 2 | 2 | -0.2 | -2 | -8 | -5 | -1 | 1 | -3
CC(C)Cn1c(-c2cccs2)nc2ccccc21 | 3 | 7 | -18 | -0.1 | 6 | 8 | -2 | 4 | -18 | -41
O=S(=O)(Cc1ncc(C(F)(F)F)cc1Cl)c1ccccc1 | 1 | 2 | -6 | 0.2 | 4 | -12 | 5 | 1 | 2 | 0
CCCCN1C(=O)C(CC(=O)NC2CCCC2)CC(C(=O)N2CCOCC2)=C1C (stereo unspecified) | 2 | -2 | -1 | 0.1 | -7 | -9 | -5 | 2 | -2 | 3
CC1(C(=O)Nc2ccccc2Br)CCN1C(=O)Cc1ccc(Cl)cc1Cl (stereo unspecified) | 0 | 1 | 5 | 0.7 | -11 | 8 | -2 | 5 | 3 | 2
CCCn1cc(CN2CCC(n3nccc3NC(=O)c3ccc4c(c3)OCO4)CC2)c(C)n1 | 4 | 2 | -5 | 0.2 | 10 | 6 | 4 | 7 | -1 | 0
COc1ccc(CC(N)c2csc(NC(=O)c3ccccc3)n2)cc1 (stereo unspecified) | -1 | 0 | -4 | -0.3 | -4 | -3 | 9 | -5 | -4 | -3
Cc1c(NC(=O)CCC(=O)N2CCOCC2)c(=O)n(-c2ccccc2)n1C | 3 | 2 | 2 | 0.0 | 3 | -14 | -3 | -1 | 2 | -2
CCc1nc2ccccc2n(CC)c1=O | -1 | 0 | -5 | 1.1 | 4 | 1 | -1 | -2 | -7 | -13
COc1ccc(CCN2C(=O)N(c3ccc(OC)cc3)C(=O)C2CC(=O)Nc2ccc(OC)cc2)cc1 (stereo unspecified) | 38* | -2 | -11 | 1.1 | 4 | 1 | 6 | 1 | -2 | -10
Cc1cnc(=O)[nH]c1SCC(=O)c1ccc(F)cc1 | -6 | -3 | -7 | 0.0 | -5 | 3 | 5 | -3 | 3 | 1
Cc1ccc(C(=O)Nc2ccc(N3CCN(S(C)(=O)=O)CC3)cc2)cc1C | 2 | -12 | -2 | -1.0 | -1 | 13 | 8 | 6 | -2 | -3
COc1ccc(NC(=O)CSc2nnc3n2CCCCC3)cc1 | 0 | 3 | -9 | 0.5 | 6 | -6 | 0 | -2 | 2 | -4
O=C(NC(=S)Nc1ccc(Cl)cn1)C(c1ccccc1)c1ccccc1 | 1 | 5 | -1 | 0.2 | 2 | 19 | 4 | 4 | 9 | 1
CCCN1CCS(=O)(=O)N(Cc2cn(CC(=O)OCC)nn2)C(C(=O)OC)C1 (stereo unspecified) | 14 | 1 | 3 | 0.4 | -6 | . | . | 3 | 0 | 2
Cc1cc(NC(=O)CSc2nc(C(C)C)nc3sc(C)c(C)c23)no1 | 4 | -6 | 1 | -0.4 | 6 | 1 | -6 | -6 | 0 | 0

As entered above:
Cc1cc(NC(=O)CSc2nc(C(C)C)nc3sc(C)c(C)c23)no1 in PLCb3 inh shows 1
COc1ccc(NC(=O)CSc2nnc3n2CCCCC3)cc1 in ASAP1 inh shows -6
O=S(=O)(Cc1ncc(C(F)(F)F)cc1Cl)c1ccccc1 in ADAM17 inh shows 0

Following part:
SMILES | UHRF1 MBD2 ctr | Tn6 DDE FP | PLCb3 inh | proKLK7 act | Tn7 DDE FP | ASAP1 inh | ARFGAP1 inh | MBD2 DNA inh | PLC-gamma1 inh | ADAM17 inh
COc1ccccc1N(CC(=O)NC1CCCCC1)C(=O)Cn1nnc(-c2ccc(C)o2)n1 | 0 | -7 | -2 | 0.6 | 4 | -4 | 12 | 4 | 2 | -3
Cc1nn(C)c(C)c1CN(Cc1nc(CCC(C)C)no1)C(C)C | 1 | 3 | -1 | -0.5 | 1 | -2 | 9 | 2 | -1 | 0
Cc1ccc2nc(N/C(N)=N/S(=O)(=O)c3ccc([N+](=O)[O-])cc3)nc(C)c2c1 | -2 | 5 | 1 | 0.3 | -8 | -6 | 1 | -3 | 1 | -4
COc1ccc(NC(=S)NC(=O)C2CCCCC2)cc1 | -1 | 0 | -3 | -0.1 | -2 | 20 | 10 | 2 | 0 | -1
COc1ccc(S(=O)(=O)N2CCOCC2)cc1C(=O)Nc1nc2ccccc2s1 | -1 | -3 | -81 | -0.8 | 0 | -3 | -9 | -7 | -73 | -1
COc1ccc(Nc2nc(-c3cccs3)nc3ccccc23)c(OC)c1 | 7 | -7 | -192 | -9.0 | 4 | 16 | 2 | -1 | -177 | -9
CC1CN(C(=S)NC(=O)C2CCCCC2)CC(C)O1 (stereo unspecified) | -2 | -9 | 3 | 0.5 | 1 | -4 | 9 | 1 | 2 | -2
CC(=O)C(C)n1c(CN2CCN(C(=O)c3ccco3)CC2)nc2c1c(=O)n(C)c(=O)n2C (stereo unspecified) | -1 | 4 | -5 | -0.1 | 6 | 14 | -11 | 0 | 1 | -4
CCN1CCN(c2nc3c(c(=O)n(C)c(=O)n3C)n2CCSc2ncccn2)CC1 | 4 | 3 | 3 | -0.1 | -1 | -12 | 3 | 0 | 3 | 0
Cc1ccc2c(c1)Oc1ccc(NC(=O)CCl)cc1C(=O)N2 | 5 | -1 | 1 | -0.3 | 8 | 2 | -2 | 3 | 1 | -2
CN(C)c1ccc(/C=N/NC(=O)CCCO)cc1 | 4 | -2 | -73 | 1.6 | -1 | -5 | -6 | 0 | -71 | -191
CS/C(=C(/C#N)S(=O)(=O)c1ccc(Cl)cc1)N1CCOCC1 | 4 | -2 | -89 | 0.0 | 3 | -6 | 11 | -1 | 4 | -2
CC(C)N1CCC1(C)C(=O)Nc1ccc(-n2cccc2)cc1 (stereo unspecified) | 0 | 6 | 1 | -0.4 | 4 | -3 | -7 | -2 | 2 | 0
COc1ccc(CCCC(=O)N/N=C/c2cccc(OC)c2O)cc1C | 2 | -1 | -123 | -17 | 9 | 0 | -4 | 1 | -94 | -7
COc1ccccc1N1C(=O)CC(N2CCN(c3ccc([N+](=O)[O-])cc3)CC2)C1=O (stereo unspecified) | 3 | 8 | -5 | -0.4 | -5 | 5 | -3 | -7 | -3 | 1
COc1cc(NC2c3ccccc3C(=O)N2Cc2ccccc2Cl)cc(OC)c1 (stereo unspecified) | 1 | -5 | -6 | 0.2 | 2 | 0 | 5 | -8 | -3 | -2
Cc1ccc(S(=O)(=O)N2CCOCC2)cc1NC(=O)CSc1ccc(Cl)cc1 | -1 | 3 | -8 | 0.6 | 1 | -3 | 0 | 0 | 1 | -5
COC(=O)c1ccc(NC(=O)CN(c2ccc3c(c2)OCO3)S(C)(=O)=O)cc1 | -2 | 1 | 7 | -1.0 | 0 | 6 | 0 | -4 | 0 | -3
O=C(COC(=O)C1(c2ccc(Cl)cc2)CCCC1)Nc1ncc(C(F)(F)F)cc1Cl | 13 | 3 | 0 | -0.3 | -5 | -10 | 9 | -1 | -4 | 3
O=C(O)CSC(=S)N1CCCC1 | -1 | -6 | -6 | -0.3 | -8 | -13 | 2 | 0 | 0 | -2
OCCN1CCN(CC#CCC(c2ccccc2)c2ccccc2)CC1 | -1 | 4 | -5 | 1.0 | -2 | 0 | 12 | -1 | 4 | 1
O=S1(=O)NC(=NCCOCCO)c2ccccc21 | -2 | -7 | 3 | 0.5 | 1 | 1 | -4 | 4 | 1 | 0
Cc1cc(S(=O)(=O)N2CCOCC2)ccc1OCC(=O)N1CCCCC1 | 3 | -3 | -3 | 0.4 | 1 | -6 | -5 | 3 | 0 | -5
C=CCn1cc(C(=O)NCCCOC)c(=O)c2cc(S(=O)(=O)N(CC)CC)ccc21 | 13 | 2 | 3 | -1.6 | 3 | -12 | 1 | 9 | 7 | -3
COC(=O)C(NC(C)=O)(Nc1ccc(Br)cc1)C(=O)OC | 3 | -2 | 2 | -0.4 | 0 | 0 | 0 | -1 | 5 | -1
O=C(Nc1ccc2c(c1)OCO2)N1CCN(c2ccc(F)cc2)CC1 | -1 | 2 | -1 | -0.6 | 7 | -19 | 0 | 0 | -5 | -3
C[C@H](CO)N1C[C@H](C)[C@@H](CN(C)S(=O)(=O)c2ccccc2)Oc2ccc(NC(=O)Nc3ccc(C(F)(F)F)cc3)cc2C1=O | -1 | -16 | 1 | 0.9 | -1 | 12 | 8 | -2 | 2 | 8.8*
O=C(CN1CCN(Cc2ccc(F)cc2Cl)C1=O)NCc1cccs1 | -1 | -10 | -6 | 0.0 | -6 | -3 | 14 | 4 | 3 | 0
O=C(NCCSc1ccc(Cl)cc1)c1ccc(CN2CCOCC2)cc1 | -3 | 2 | 3 | 0.2 | 0 | -11 | 3 | 2 | 2 | -3
CN1CCN(NC(=O)Nc2cccc(Cl)c2Cl)CC1 | -2 | -1 | 1 | 0.2 | 6 | -6 | -16 | 2 | 2 | -2
COc1ccccc1CNC(=O)CCCn1nc(C)n2ccnc2c1=O | 1 | 0 | 4 | -0.3 | 4 | -9 | -8 | -5 | 3 | 0
Cc1cccc(NC2=C(Cl)C(=O)OC2NC(=O)c2ccccc2)c1 (stereo unspecified) | 1 | 1 | 0 | -0.3 | -4 | 17 | 2 | -1 | -1 | 3
COc1ccc(-c2nnc(NC(=O)CSc3ccc(C)cc3)s2)cc1OC | -4 | 0 | -2 | -0.1 | 0 | 0 | -4 | -6 | -3 | -3
Cc1ccc(Cl)cc1S(=O)(=O)N1CCC(C(=O)NC2CCN(Cc3ccccc3)CC2)CC1 | 0 | -8 | -3 | -0.2 | -1 | 3 | -4 | 1 | 1 | 0
COc1ccc(C(=O)Nc2ccc(S(=O)(=O)N3CCCCC3C)cc2)c(OC)c1OC (stereo unspecified) | 0 | -7 | 12* | 0.3 | 4 | -1 | -1 | 0 | 10* | 6
CN(C)c1ccc(C(=O)N2CC(=O)N(CCc3ccccc3)C(=O)C2)cc1 | -1 | 2 | -3 | -0.2 | -2 | 4 | -4 | 5 | -3 | -6

Two compounds picked at random from those above, as already listed:
SMILES | UHRF1 MBD2 ctr | Tn6 DDE FP | PLCb3 inh | proKLK7 act | Tn7 DDE FP | ASAP1 inh | ARFGAP1 inh | MBD2 DNA inh | PLC-gamma1 inh | ADAM17 inh
CN(C)c1ccc(C(=O)N2CC(=O)N(CCc3ccccc3)C(=O)C2)cc1 | -1 | 2 | -3 | -0.2 | -2 | 4 | -4 | 5 | -3 | -6
Cc1ccc(Cl)cc1S(=O)(=O)N1CCC(C(=O)NC2CCN(Cc3ccccc3)CC2)CC1 | 0 | -8 | -3 | -0.2 | -1 | 3 | -4 | 1 | 1 | 0
